LYP inhibition = inhibitors of LYP phosphatase, biochemical, fluorescence intensity, uHTS (AID 1779); Tyrosine-protein phosphatase non-receptor type 22 (Homo sapiens); recombinant LYP phosphatase, fluorescence intensity; higher % means a stronger effect; one-dose inhibition, % at 11.5 µM; IC50 in µM for titrated hits; hit rate 0.054% among 290,000; in the data active means inhibition above about 50%;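 further: plate controls were vehicle with enzyme for no effect and no enzyme for full effect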
Myeloid diff 2 = induction of myeloid progenitor differentiation, primary screen, cell-based, flow cytometry, MLPCN library | AID 624256, 2012 | calls only at 10 µM | hit rate 1% among 360,000 | ER-HoxA9 myeloid progenitors, lysozyme-GFP differentiation;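 active means normalized GFP-positive differentiation at or above the plate's own cutoff, the solvent-only control mean plus 3 SD; inconclusive means no clear call, values can overlap the other calls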;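 further: cells exposed to compound for four days before flow analysis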
Myeloid diff 2 GFP+ MAC1+ % = recorded beside Myeloid diff 2, whose call it bears; GFP+ MAC1+ double positive, %; measured here: differentiation confirmed by MAC1 staining
* marks the source's active call; other numbers are inactive results; i = inactive; ? = inconclusive; · = no result given. This is a subset. The share of hits here may be higher or lower than overall.

Sequence of screens: LYP inhibition | Myeloid diff 2 | Myeloid diff 2 GFP+ MAC1+ %
Cc1cccc(NC(=O)Cn2c(=O)oc3ccccc32)c1C
 : -9% | i | 1.0
COc1cccc2cc(C(=O)OC(C)C(=O)c3ccc(C)cc3)c(=O)oc12 (configuration not stated)
 : -1% | i | 1.9
Cc1ccc2c(cnn2C(=O)CCCC(=O)NCc2ccc(F)cc2)c1
 : -10% | i | 2.6
Cc1cc(OCC(=O)NC(Cc2ccc(Cl)cc2)C(=O)O)c2c(C)cc(=O)oc2c1 (configuration not stated)
 : -7% | i | 1.8
CN(c1ccccc1C(=O)Nc1cccc([N+](=O)[O-])c1)S(=O)(=O)c1ccccc1
 : -6% | i | 1.0
O=C(NCCOc1ccc(Cl)cc1)c1ccco1
 : -7% | i | 1.0
COc1ccc(OC)c(/C=N/NC(=O)C(=O)N2CCCCCC2)c1
 : -11% | i | 0.4
CC(=O)c1ccc(NC(=O)c2cc(S(=O)(=O)N3CCOCC3)ccc2C)cc1
 : -9% | i | 0.3
O=C1NC(=Nc2ccccc2Cl)S/C1=C\c1cccc([N+](=O)[O-])c1O
 : -6% | i | 0.9
COc1ccc(Cn2c(C)nc3ccc([N+](=O)[O-])cc3c2=O)cc1
 : -6% | i | 0.6
CC(C)CC[n+]1ccccc1/C=C/c1ccc(N(C)C)cc1
 : -4% | ? | ·
Cc1c(OCC(=O)N[C@@H](CSCc2ccccc2)C(=O)O)ccc2c3c(c(=O)oc12)CCC3
 : -3% | i | 2.1
CCCN(CCC)Cc1c(C(=O)N/N=C/c2ccc(Br)cc2)nnn1-c1nonc1N
 : 0% | i | 1.3
O=C(CCc1ccc(F)c(F)c1)NC1CCCN(Cc2ccc(Cl)cc2)C1 (configuration not stated)
 : -8% | i | 0.5
CCCCc1nc2cc(C(=O)N3CCNC(=O)C3CC(=O)OC)ccc2o1 (configuration not stated)
 : 1% | i | 1.0
O=C(CN1C(=O)C2CCCCC2C1=O)Nc1ccccc1C(=O)O (configuration not stated)
 : -14% | i | 1.9
COc1c2ccoc2c(OC(C)=O)c2oc(C)cc(=O)c12
 : -2% | i | 0.2
COc1ccc(/C=N/Nc2nc(C(=O)O)cs2)cc1
 : -8% | i | 0.6
Cc1nc2ccc([N+](=O)[O-])cc2c(=O)n1Cc1ccc([N+](=O)[O-])cc1
 : -3% | i | 0.4
Cc1nc(NC(=O)CCN2C(=O)C3CC=CCC3C2=O)sc1C (configuration not stated)
 : -12% | i | 1.9
Cc1ccccc1-n1ncc2c1CC(C)(C)CC2NC(=O)C1CCC1 (configuration not stated)
 : -12% | i | 3.3
O=C(CCn1cccn1)Nc1ccc2c(c1)OCO2
 : -9% | i | 1.2
Cc1ccc(N2CC(C(=O)Nc3nnc(SCC(N)=O)s3)CC2=O)cc1 (configuration not stated)
 : -5% | i | 0.7
Fc1ccc(-[n+]2nc(Nc3ccccc3)sc2-c2cccc(Cl)c2Cl)cc1
 : 6% | i | 1.5
CCCc1nc(SCC(=O)Nc2nnc(CC)s2)c2c(=O)n(C)c(=O)n(C)c2n1
 : -10% | i | 0.8
COc1ccc(C)cc1NC(=O)c1cccc(C(=O)Nc2cc(C)ccc2OC)c1
 : -10% | i | 0.4
COc1ccccc1/C=C1\SC(=S)N(CC(=O)NC2CCS(=O)(=O)C2)C1=O (configuration not stated)
 : -8% | i | 1.0
CCCOc1ccc(C(=O)NNC(=S)NC(=O)c2ccccc2)cc1
 : 5% | i | 0.4
O=C(CCN1N=C(c2ccccc2)CCC1=O)NCCCN1CCOCC1
 : -1% | i | 1.2
O=C(N/N=C/c1cccc(Cl)c1)C1CCCC1
 : -5% | i | 0.8
CS(=O)(=O)N(CC(=O)O)c1ccc(C23CC4CC(CC(C4)C2)C3)cc1
 : -6% | i | 0.3
COc1ccc(CNC(=O)C2CCN(S(=O)(=O)c3ccc4c(c3)N(C(C)=O)CCO4)CC2)cc1
 : -7% | i | 4.1
COc1cc(OC)cc(C(=O)NC(C)CCc2ccccc2)c1 (configuration not stated)
 : -1% | i | 0.8
COC(=O)c1cc(CNC(=O)CCCSc2ccccc2)ccc1OC
 : -13% | i | 0.6
COc1ccc(C(=O)NC(=S)Nc2ccc3[nH]c(=O)[nH]c3c2)c(OC)c1
 : -7% | i | 0.0
CCCOc1ccc2c(c1)C(=NN=C(N)N)c1cc(OCCC)ccc1-2
 : -15% | i | 0.2
O=c1c2ccccc2ncn1CCCCOc1ccccc1F
 : -8% | i | 0.9
Cc1ccc(S(=O)(=O)c2ccc(Cl)cc2)cc1S(N)(=O)=O
 : -10% | i | 0.3
Cc1ccc(C)c(S(=O)(=O)N2CCN(C(=O)c3ccc(N4CCCC4)c([N+](=O)[O-])c3)CC2)c1
 : 8% | i | 0.5
CC(NC(=O)N1CCN(c2ccccc2F)CC1)c1ccc(F)c(F)c1 (configuration not stated)
 : -12% | i | 0.3
C/C(=N\NC(=O)c1nnn(-c2nonc2N)c1CN(C)c1ccccc1)c1ccccn1
 : -9% | ? | ·
COc1cccc(Cn2c(=O)oc3ccccc32)c1
 : -6% | i | 0.7
C/C(=N\NC(=O)c1c(Cl)c(C)nn1C)c1cccc(NC(=O)c2cccc(F)c2)c1
 : -3% | i | 1.3
COc1ccc(OCC(=O)Nc2ccc3c(c2)nc(CCNC(C)=O)n3C)cc1
 : -17% | i | 0.5
COc1ccc(N(C)C(=O)c2cc3c(s2)-c2ccccc2OC3)c(OC)c1
 : -8% | i | 6.4
Cc1ccc(NC(=O)C2CCN(S(=O)(=O)c3ccc4c(c3)CCCC(=O)N4)CC2)c(Br)c1
 : -15% | i | 1.0
COc1ccccc1N1CCN(C2CCCCC2NS(=O)(=O)c2ccccc2)CC1 (configuration not stated)
 : -10% | i | 1.4
COc1ccc(N2CC(C(=O)N3CCc4ccccc43)CC2=O)cc1 (configuration not stated)
 : -5% | i | 1.7
COc1ccc(CNC(=O)CCS(=O)(=O)c2ccc3c(c2)oc(=O)n3C)cc1
 : -9% | i | 3.3
O=c1onc(-c2c(F)cccc2F)n1-c1ccccc1Cl
 : -8% | i | 0.7
CC(=O)Nc1nonc1-c1nc2ccccc2n1C
 : -2% | i | 0.6
CCC(Oc1ccccc1)C(=O)Nc1ccccc1C(=O)N1CCOCC1 (configuration not stated)
 : -3% | i | 0.7
O=C(/C=C/c1ccccc1)OCCN1C(=O)c2ccccc2C1=O
 : -6% | i | 0.4
Cc1cccc(NS(=O)(=O)c2c(C(=O)N3CCOCC3)c(C)n(C)c2C)c1C
 : 0% | i | 1.3
O=C(CCC1CCN(Cc2ccc(Cl)cc2)CC1)NC1CC1
 : -4% | i | 0.4
FC(F)(F)c1ccccc1NC(=S)Nc1ccccc1
 : 2% | i | 0.5
O=C(C1CCC(CNS(=O)(=O)c2ccccc2)CC1)N1CCCCC1 (configuration not stated)
 : -6% | i | 1.0
N#CCNC1CC(=O)N(c2ccc(F)cc2)C1=O (configuration not stated)
 : -8% | i | 1.0
CCC1(c2ccc(F)cc2)NC(=O)N(CC(=O)NCc2ccccc2Cl)C1=O (configuration not stated)
 : -6% | i | 0.7
O=C1CSC(c2ccc(F)cc2)N1c1ccccc1F (configuration not stated)
 : -11% | i | 0.6

The results go on.
Sequence of screens: LYP inhibition | Myeloid diff 2 | Myeloid diff 2 GFP+ MAC1+ %
O=c1[nH]c2ccccc2n1Cc1ccc(F)cc1
 : -11% | i | 1.8
CN(Cc1ccccc1)C(=O)CN1C(=O)NC(C)(c2ccc(C(C)(C)C)cc2)C1=O (configuration not stated)
 : -5% | i | 1.6
COc1ccc(CCNC(=O)C2CCCN2S(=O)(=O)c2cccc3nsnc23)cc1OC (configuration not stated)
 : -6% | i | 7.5
COc1cccc(-c2c(C(=O)N/N=C(\C)c3cccnc3)nnn2-c2nonc2N)c1
 : -6% | i | 2.4
COc1ccccc1N=C1NC(=O)/C(=C/c2ccc(N(C)C)cc2)S1
 : -6% | ? | ·
CCN(CC)c1ccc(NC(=O)c2cc3c(OC)cccc3[nH]2)cc1
 : 0% | i | 0.4
O=C(O)C1CCN(S(=O)(=O)c2cccc3cccnc23)CC1
 : -10% | i | 0.6
Cc1cc(OCc2nnc(SCC(=O)O)n2-c2ccccc2)ccc1Cl
 : -6% | i | 0.8
CCOc1ccc(N(CC(=O)NC2CCCC2)C(=O)c2ccc(C)s2)cc1
 : -10% | i | 0.5
CC1Cc2nc(SCC(=O)N3CCOCC3)n(C)c(=O)c2S1 (configuration not stated)
 : -5% | i | 1.8
COc1ccc(S(=O)(=O)NCC2CCCN(Cc3ccccc3Cl)C2)cc1 (configuration not stated)
 : -8% | i | 0.8
Cc1cc(C)nc(NC(=O)c2ccc([N+](=O)[O-])c(C)c2)n1
 : -9% | i | 0.6
O=C(Nc1cccc(F)c1)C1CCN(C(=O)NCc2ccccc2)CC1
 : -1% | i | 6.0
Cc1cc(=O)oc2cc(OCC(=O)NCC3CCC(C(=O)O)CC3)ccc12 (configuration not stated)
 : -9% | i | 3.2
Cc1cc(C(=O)NC2CC(C)(C)Cc3c2cnn3-c2cccc(F)c2)n(C)n1 (configuration not stated)
 : -7% | i | 0.5

Given with bars between the fields: entries from further up
structure | LYP inhibition | Myeloid diff 2 | Myeloid diff 2 GFP+ MAC1+ %
Cc1cc(OCc2nnc(SCC(=O)O)n2-c2ccccc2)ccc1Cl | -6% | i | 0.8
CCOc1ccc(N(CC(=O)NC2CCCC2)C(=O)c2ccc(C)s2)cc1 | -10% | i | 0.5
CC1Cc2nc(SCC(=O)N3CCOCC3)n(C)c(=O)c2S1 (configuration not stated) | -5% | i | 1.8

Some of the entries above, set out differently:
smiles	LYP inhibition	Myeloid diff 2	Myeloid diff 2 GFP+ MAC1+ %
COc1ccc(S(=O)(=O)NCC2CCCN(Cc3ccccc3Cl)C2)cc1 (configuration not stated)	-8%	i	0.8
Cc1cc(C)nc(NC(=O)c2ccc([N+](=O)[O-])c(C)c2)n1	-9%	i	0.6
O=C(Nc1cccc(F)c1)C1CCN(C(=O)NCc2ccccc2)CC1	-1%	i	6.0
Cc1cc(=O)oc2cc(OCC(=O)NCC3CCC(C(=O)O)CC3)ccc12 (configuration not stated)	-9%	i	3.2
Cc1cc(C(=O)NC2CC(C)(C)Cc3c2cnn3-c2cccc(F)c2)n(C)n1 (configuration not stated)	-7%	i	0.5

Next compounds
Sequence of screens: LYP inhibition | Myeloid diff 2 | Myeloid diff 2 GFP+ MAC1+ %
NS(=O)(=O)c1ccc(NC(=O)c2ccc(F)cc2F)c(NC(=O)c2ccc(F)cc2F)c1
 : -4% | i | 0.3
Cc1cc(C)c(NC(=O)CSc2nc3ccncc3[nH]2)c(C)c1
 : -2% | i | 1.5
CCCN1CCC(NC(=O)Cc2ccccc2OC)CC1
 : -2% | i | 0.9
Cc1ccc(Cl)cc1N1CCN(C2CCCCC2NS(=O)(=O)c2ccccc2)CC1 (configuration not stated)
 : -1% | i | 3.1
COc1ccc(C(=O)Nc2nnc(S(=O)(=O)N3CCCCCC3)s2)cc1OC
 : -1% | i | 1.6
COc1ccc(NC(=O)CN2C(=O)COc3ccc(S(=O)(=O)N4CCOCC4)cc32)cc1Cl
 : -9% | i | 0.3
COc1ccc(Cc2nnc(Cl)c3ccccc23)cc1OC
 : -12% | i | 0.9
C/C(=N\Nc1nc2ccccc2[nH]1)c1ccccn1
 : 1% | ? | ·
O=C(NCC(=O)N1CCCCCC1)c1ccc(OC(F)F)cc1
 : -7% | i | 1.7
Cc1ccc(C)c(OCCC(=O)OCC(=O)Nc2cccnc2Cl)c1
 : -9% | i | 1.1
CCN1CCN(C(=O)c2[nH]c3ccc(OC)cc3c2C)CC1
 : -5% | i | 0.3
CCN1C(=O)c2ccccc2Sc2ccc(C(=O)NC(C)C)cc21
 : -9% | i | 0.6
CNC(=O)c1c(NC(=O)c2cccc(C)c2)sc2c1CCC2
 : 0% | i | 1.1
O=C(NN1CCOCC1)c1ccc(Cl)cc1[N+](=O)[O-]
 : -11% | i | 0.4
CC(=O)c1ccc(NC(=O)c2sc3nc(N4CCOCC4)c4c(c3c2N)CCCC4)cc1
 : 1% | i | 1.2
COc1ccccc1CNC(=O)N1CCN(S(=O)(=O)c2ccccc2)CC1
 : -11% | i | 0.4
COCCN(CCOC)S(=O)(=O)c1ccc(C(=O)Nc2ccncc2)cc1
 : -5% | i | 0.6
CCOC(=O)C(C)N1C(=O)S/C(=C\c2ccc(-c3ccccc3C(=O)O)o2)C1=O (configuration not stated)
 : -3% | i | 0.4
Cc1ccccc1-n1ncc(C(C)NS(=O)(=O)c2ccccc2Cl)c1C (configuration not stated)
 : -10% | i | 0.8
O=c1cc(CN2CCOCC2)c2ccc(O)c(O)c2o1
 : 1% | i | 0.5
NC(=O)c1ccccc1OCc1cccc2ccccc12
 : -7% | i | 0.7
CCOc1ccccc1N1CCN(C(=O)c2c(Cl)cnn2C)CC1
 : -10% | i | 0.6
Cc1cccnc1NC(=O)c1ccc(COc2ccccc2)o1
 : -3% | i | 0.8
CCOC(CCn1ccc(O)c(Cc2ccc(Cl)cc2)c1=O)OCC
 : -10% | i | 0.5
O=C(CC1C(=O)NCCN1Cc1ccccc1)NCCN1CCCCC1=O (configuration not stated)
 : -2% | i | 1.6
CCC(NC(=O)CNC(=O)CNC(=O)c1ccc(Cl)cc1Cl)c1ccc(C)cc1 (configuration not stated)
 : -7% | i | 0.7
O=C(COc1ccc2ccccc2c1Br)N1CCCC1
 : -9% | i | 0.0
CC1(C)Cc2c(cnn2-c2ccc(F)cc2)C(NC(=O)CCN2CCCCO2)C1 (configuration not stated)
 : -8% | i | 5.7
O=C(COc1ccc(F)c(Cl)c1)N1CCN(c2ccccn2)CC1
 : -8% | i | 0.7
CCn1c(Oc2cccc(Br)c2)nc2c1c(=O)n(C)c(=O)n2C
 : -2% | i | 0.4
Cn1c(SCc2ccc(F)cc2)nnc1-c1ccncc1
 : -4% | i | 0.2
